Source: PubChem (several laboratories)
rCAG RNA binder: molecules binding r(CAG) RNA repeats | inhibition, % at 3 µM | r(CAG) RNA repeat, TO-PRO-1 dye displacement fluorescence | 370,000 tested, 1.3% active;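 active = inhibition above the plate cutoff, the mean of all test compounds on that plate plus 3 SD, cut at about 35% in these data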;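 also: 0% = DMSO alone and 100% = 100 µM mitoxantrone as full dye displacement; higher means more dye released from RNA so lower well fluorescence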
SIAE primary: inhibitors of human sialic acid acetylesterase SIAE; Q9HAT2; SIAE FP-Rh probe binding, fluorescence polarization; inhibition, % at 9.66 µM; 370,000 tested, 0.69% active; AID 1053197;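 active = inhibition above a cutoff: mean of compounds within the control limits plus 3 SD of those, cut at about 17% in these data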;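 also: 0% = plate median of compound wells and 100% = probe without SIAE protein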
Target sequence (Q9HAT2 whole entry, looked up): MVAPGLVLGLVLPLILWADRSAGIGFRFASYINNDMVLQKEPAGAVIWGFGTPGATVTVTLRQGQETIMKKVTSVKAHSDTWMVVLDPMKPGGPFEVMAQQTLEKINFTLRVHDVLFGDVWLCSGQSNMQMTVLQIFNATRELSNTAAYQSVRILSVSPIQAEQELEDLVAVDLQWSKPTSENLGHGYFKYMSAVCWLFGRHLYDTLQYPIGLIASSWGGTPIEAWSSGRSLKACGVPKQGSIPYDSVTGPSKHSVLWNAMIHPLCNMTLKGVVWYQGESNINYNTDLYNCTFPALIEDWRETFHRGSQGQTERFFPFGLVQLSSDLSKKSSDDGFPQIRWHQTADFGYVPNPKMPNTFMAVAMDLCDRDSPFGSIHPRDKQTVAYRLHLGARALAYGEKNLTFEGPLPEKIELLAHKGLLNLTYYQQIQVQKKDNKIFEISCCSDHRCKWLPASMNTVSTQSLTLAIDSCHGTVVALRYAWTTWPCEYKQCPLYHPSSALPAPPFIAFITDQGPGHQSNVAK
UHRF1 binding: blocks human UHRF1 binding to methylated DNA; inhibition, % at 4.4 µM; Q96T88; UHRF1 binding to methylated oligo, TR-FRET; 370,000 tested, 0.75% active; in the data active = inhibition above about 21%;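 also: UHRF1 SRA domain binding a hemimethylated CpG hairpin DNA probe; 0% = median of test compound wells and 100% = reference inhibitor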
HTRA1 inh: blocks human HTRA1 serine peptidase; recombinant HTRA1, FP-rhodamine activity-based probe, fluorescence polarization; inhibition, % at 5.96 µM; 340,000 tested, 0.5% active; in the data active = inhibition above about 36%;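 also: 0% = enzyme with DMSO and 100% = wells lacking enzyme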
MBD2 inh: blocks human MBD2 binding to methylated DNA. inhibition, % at 4.4 µM. TR-FRET, MBD2 binding to methylated oligonucleotide. AID 686964. 370,000 tested, 0.31% active; in the data active = inhibition above about 13%
Target sequence (Q9UBB5 whole entry, looked up): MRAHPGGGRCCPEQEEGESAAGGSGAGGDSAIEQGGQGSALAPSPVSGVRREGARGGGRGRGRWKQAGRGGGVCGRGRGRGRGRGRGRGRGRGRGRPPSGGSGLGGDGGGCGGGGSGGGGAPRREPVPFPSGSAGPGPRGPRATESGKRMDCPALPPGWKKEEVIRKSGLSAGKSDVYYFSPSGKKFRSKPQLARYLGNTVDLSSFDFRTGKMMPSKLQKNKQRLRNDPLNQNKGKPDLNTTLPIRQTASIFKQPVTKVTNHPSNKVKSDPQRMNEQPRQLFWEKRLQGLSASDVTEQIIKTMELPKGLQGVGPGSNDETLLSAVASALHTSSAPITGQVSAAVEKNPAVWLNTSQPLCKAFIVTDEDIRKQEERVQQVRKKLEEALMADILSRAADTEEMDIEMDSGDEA
TCR-CD3 inh: human TCR-CD3 binding inhibition; TAMRA-labeled TCR probe fluorescence, biochemical; inhibition, % at 9.4 µM; 360,000 tested, 0.37% active; AID 651800; in the data active = inhibition above about 19%;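 also: recombinant mutant TCR 2C K166C tagged with TAMRA read by polarization; 0% = receptor in buffer alone and 100% = receptor with positive control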
GC-A act: GC-A (human) enzyme activation | HEK293 GC-A cells, cGMP TR-FRET, EC30 ANP; 0% at EC30 ANP, 100% saturating ANP | activation, % at 10 µM | 370,000 tested, 0.14% active; in the data active = activation above about 40%
PRMT1 FP inh: blocks human protein arginine methyltransferase 1. Q99873. recombinant PRMT1, activity-based probe fluorescence polarization. inhibition, % at 2.79 µM. 370,000 tested, 1.3% active;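 active = inhibition above about 21% made by adding two undisclosed values, limit read from the data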
ABHD4 inh: inhibits mouse alpha/beta hydrolase domain 4; Q8VD66; purified mABHD4, FP-Rh probe fluorescence polarization; inhibition, % at 8.92 µM; 370,000 tested, 0.54% active;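 active = inhibition exceeding the mean over every tested compound plus 3 SD, cut at about 30% in these data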;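 also: 0% = plate median of compound wells and 100% = S159A mutant with DMSO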
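Material: mouse ABHD4 enzyme, wild type; Benchmarks: S159A mutant high control, sample median low control; Buffer or medium: HEPES pH 7.0, NaCl, Pluronic buffer; Signal: fluorescence polarization; Read-out: percent inhibition of probe binding, normalized to plate controls; Timing: pre-incubation 45 min, probe exposure 60 min, at 25 °C; Dosing: 8.92 µM, single dose.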
NPR2 activator: GC-B (human) receptor activation | P20594 | HEK293-GC-B cells, CNP EC30, cGMP TR-FRET; 0% at EC30 CNP, 100% saturating CNP | activation, % at 10 µM | 370,000 tested, 0.11% active | AID 1920062;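 active = activation at 10 µM reaching about 35% in either raw or pattern-adjusted values, limit read from the data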
Starred values were filed as active, the others as inactive; . = not tested or not shown.

SMILES	rCAG RNA binder	SIAE primary	UHRF1 binding	HTRA1 inh	MBD2 inh	TCR-CD3 inh	GC-A act	PRMT1 FP inh	ABHD4 inh	NPR2 activator
Cc1ccc2c(c1)C1NC(=S)NC(C)(O2)C1C(=O)Nc1ccc(Cl)cc1 (stereo not given)	6	-2	1	-23	2	4	-9	17	-13	-1
Cc1ccccc1OCC(=O)NCCCNC(=O)c1cccnc1	0	-8	1	0	2	5	3	-3	2	3
COc1ccc(Cl)cc1NC(=O)C(C)Sc1n[nH]c(N)n1 (stereo not given)	0	2	-2	3	-2	2	-1	0	-4	-2
COc1ccc(-c2cc(C(=O)N3CCOCC3)c3ccccc3n2)cc1OC	-3	-1	0	12	-3	-2	3	0	1	-1
COCCn1nnnc1CN1CCSCC1	-2	2	-1	5	1	5	4	4	-6	-4
CC1C(=O)N2CCCc3cc(NC(=O)COc4ccccc4)cc1c32 (stereo not given)	-2	1	2	0	0	4	3	4	-1	1
O=C(NC(Cc1ccccc1)C(=O)NC1CC1)OCc1ccccc1 (stereo not given)	-3	-3	-1	0	2	-2	-6	2	6	0
Cc1cccc(NC(=O)c2ccccc2SCc2ccc(F)cc2)n1	5	-1	-4	-9	-2	3	-2	-1	-4	-6
COc1ccc(C2C3C(=O)N(N(C)c4ncc(C(F)(F)F)cc4Cl)C(=O)C3ON2C)cc1 (stereo not given)	-2	-7	7	4	5	1	-4	1	-5	5
Cc1cc(N2C(=O)C(O)=C(C(=O)c3ccc(C)o3)C2c2ccc([N+](=O)[O-])cc2)no1 (stereo not given)	15	4	1	-2	0	4	-3	4	1	5
CN(C(=O)CSc1nnc(-c2ccc(Cl)cc2)n1C)C1CCS(=O)(=O)C1 (stereo not given)	0	-3	0	2	-2	-1	0	3	-1	1
CCOC(=O)C1(CCc2ccccc2)CCN(C(=O)CCn2cncn2)CC1	-7	-3	1	3	-3	5	-4	-2	-2	4
CN(C1CCCCC1)S(=O)(=O)c1ccc(NC(=O)C2CCCCC2)cc1	2	-28	1	-41	2	2	4	-4	-12	3
CC(C)(CO)CNC(=O)CC1C(=O)NCCN1CC(c1ccccc1)c1ccccc1 (stereo not given)	-5	1	-3	1	-1	-6	0	1	5	-2
Nc1ncnc2c1ncn2C1OC(CO)C(O)C1N (stereo not given)	0	-3	1	-2	6	-2	1	5	3	2
Cc1ccc(S(=O)(=O)c2c(N)n(Cc3ccco3)c3nc4ccccc4nc23)cc1C	17	-8	-8	-59	3	-6	1	28*	-28	-9
O=C(/C=C/c1cccnc1)/C=C/c1cccnc1	1	0	-1	1	1	-5	26	10	3	7
COC(=O)C(C[N+](=O)[O-])C1=C(O)CC(C)(C)CC1=O (stereo not given)	1	4	-8	.	-3	.	5	12	10	2
CC(=O)Nc1ccc(OCc2ccccc2)cc1[N+](=O)[O-]	4	1	0	4	-4	9	3	-5	-4	-2
CC(C)CNC(=S)Nc1ccccc1F	0	-4	1	1	4	-4	0	2	-1	5
O=C(Nc1cc(C(F)(F)F)ccc1N1CCCCC1)c1ccco1	-1	7	2	-3	0	5	3	-2	5	0
COc1cc2c(=O)n(CC3CCCO3)c(=O)n(CC(=O)Nc3ccccc3)c2cc1OC (stereo not given)	7	0	2	5	3	2	1	0	2	-1
CO/N=C/c1ccc(OC)c(Oc2nc(OC)cc(OC)n2)c1	-7	-3	6	-2	2	-4	0	1	-3	1
C[C@@H]1CN([C@H](C)CO)C(=O)c2cc(-c3ccc(C(=O)N(C)C)cc3)cnc2O[C@@H]1CN(C)C(=O)c1cccnc1	1	4	0	0	-1	-1	-1	2	1	-5
FC(F)c1nnc2c(Cl)cc(C(F)(F)F)cn12	1	-8	-1	4	3	1	-4	0	-3	-1
COc1cccc(CNC(=O)c2ccc(S(=O)(=O)N3CCOCC3)cc2)c1	0	6	3	-3	6	0	-2	0	-3	0
COc1ccc(Cc2nnc(NS(=O)(=O)c3ccccc3)s2)cc1	24	-4	-2	-3	0	-3	1	2	-1	0
O=C(COc1ccc(Cl)cc1)N1CCN(C(=O)c2cccc(F)c2)CC1	-6	2	-2	2	2	3	-1	-2	2	6
O=C(N/N=C/c1ccc(O)cc1O)/C(=C/c1ccccc1)CCO	2	7	6	17	-5	9	0	2	11	-1
COc1cc(/C=C(/C#N)C(=O)NC(C)c2ccccc2)cc(OC)c1O (stereo not given)	-2	6	-2	10	-6	-9	0	-10	3	0

Six entries picked at random from the list so far:
SMILES	rCAG RNA binder	SIAE primary	UHRF1 binding	HTRA1 inh	MBD2 inh	TCR-CD3 inh	GC-A act	PRMT1 FP inh	ABHD4 inh	NPR2 activator
O=C(NC(Cc1ccccc1)C(=O)NC1CC1)OCc1ccccc1 (stereo not given)	-3	-3	-1	0	2	-2	-6	2	6	0
Cc1cc(N2C(=O)C(O)=C(C(=O)c3ccc(C)o3)C2c2ccc([N+](=O)[O-])cc2)no1 (stereo not given)	15	4	1	-2	0	4	-3	4	1	5
COc1ccc(Cl)cc1NC(=O)C(C)Sc1n[nH]c(N)n1 (stereo not given)	0	2	-2	3	-2	2	-1	0	-4	-2
COCCn1nnnc1CN1CCSCC1	-2	2	-1	5	1	5	4	4	-6	-4
COC(=O)C(C[N+](=O)[O-])C1=C(O)CC(C)(C)CC1=O (stereo not given)	1	4	-8	.	-3	.	5	12	10	2
COc1cccc(CNC(=O)c2ccc(S(=O)(=O)N3CCOCC3)cc2)c1	0	6	3	-3	6	0	-2	0	-3	0

Next section
SMILES	rCAG RNA binder	SIAE primary	UHRF1 binding	HTRA1 inh	MBD2 inh	TCR-CD3 inh	GC-A act	PRMT1 FP inh	ABHD4 inh	NPR2 activator
CC(=O)NC(C(=O)OCC(=O)N(c1ccccc1)c1ccccc1)C(C)C (stereo not given)	-7	3	5	0	1	-8	1	3	5	1
CCc1cc(C(=O)NNC(=S)NCC2CCCO2)cs1 (stereo not given)	-2	4	0	0	0	1	-1	-1	7	-8
COc1ccc(CNS(=O)(=O)c2c(C(=O)N3CCCCC3)c(C)n(C)c2C)cc1	-2	-3	1	1	-2	-3	3	-3	5	3
Cc1cccc(N(C2C=CS(=O)(=O)C2)S(=O)(=O)c2ccccc2)c1 (stereo not given)	0	5	-2	-2	-3	-2	0	0	6	-3
O=C(Nc1ccc(F)cc1F)c1cc(-c2ccc3c(c2)OCO3)on1	3	5	0	5	-4	1	5	-3	0	-6
Cc1ccc(-c2ccc(/C=N/NC(=O)CN3CCOCC3)o2)cc1[N+](=O)[O-]	-1	5	-10	3	-6	1	-4	1	-3	-2
COc1ccc(S(=O)(=O)N2CCCCC2)cc1NC(=O)C1CCCC1	-1	6	1	-1	0	-3	1	11	6	9
O=C(c1cc(COc2c(F)cccc2F)on1)N1CCN(C2CCCCC2)C(=O)C1	-5	6	0	-4	1	6	4	-1	3	-1
CCOc1cccc(/C=N/NC(=O)c2ccc3c(c2)OCCO3)c1O	6	0	-3	-4	1	-8	0	-1	-2	3
CC/C(C)=N/Nc1nc2c(c(=O)[nH]c(=O)n2C)n1Cc1ccccc1	23	-4	0	11	4	9	5	-1	34*	12
COC(=O)[C@]12C[C@H](CC(=O)N3CCCC3)C(=O)N(CCC3=CCCCC3)C1=C[C@H](C1CCCC1)O[C@@H]2C	7	2	5	.	8	.	2	9	-9	0
CN(C)CCN1CCN([C@H]2CS(=O)(=O)N[C@@H]2COCc2ccccc2)CC1	5	8	0	.	6	0	-4	4	-4	-5
O=C(NCCc1ccc(F)cc1)c1cccs1	-1	-6	-1	-4	-1	-4	-1	-2	-4	-1
COc1ccc(NC(=O)CCCOc2ccc(C)cc2)cc1S(=O)(=O)N1CCCCC1	2	-2	5	-10	5	-5	4	2	-3	4
CC/C(=N\NC(=S)NC(C)C)c1ccc(OC)c(OC)c1	-6	3	2	.	2	-5	23	4	9	23
CCOC(=O)c1ccc(NS(=O)(=O)c2cn(C)cn2)cc1	-1	-3	-2	6	1	7	4	-2	2	-7
O=C(Nc1ccccc1Cl)c1ccccc1Cl	1	2	3	-3	-2	4	-2	0	-6	7
CC1=C(C(N)=O)C(c2ccccn2)n2nc(SCc3ccccc3Cl)nc2N1 (stereo not given)	3	-8	-2	3	-3	1	5	-1	-2	2
CCC1(c2ccccc2)SCC(c2ccccc2)=NC1=O (stereo not given)	2	6	2	-9	-1	0	-8	-6	-7	-4
CCN(CC)CC(=O)Nc1c(Br)ccc2c1OCO2	-3	-1	0	3	5	1	-2	-5	-2	-5
CNc1nc(-c2ccccc2)nnc1C(F)(F)F	2	2	2	1	5	5	2	3	-5	-1
C[C@@H]1CN([C@@H](C)CO)S(=O)(=O)c2ccc(Br)cc2O[C@H]1CN(C)C(=O)C1CCCCC1	1	0	-2	-2	-2	-1	-12	6	5	-11
Cc1ccc(S(=O)(=O)N2CCN(CCO)CC2)cc1-c1nnc2c3ccccc3c(C)nn12	-3	1	0	2	-1	-3	5	-1	0	2
COCCCNC(=S)NCCNc1nc2c(C)c(C)ccc2cc1C#N	-3	-9	-1	-10	2	-1	2	-1	-2	1
CCCCc1c(O)nc(SCC(=O)N2CCCCC2)[nH]c1=O	-4	12	-4	1	3	3	-1	-3	1	5
COc1ccc(CNC(=O)Nc2cccs2)cc1OC	6	-2	-1	-3	-4	6	1	7	5	4
CCN1CCN(C(=O)CCNC(=O)Cn2ccc3ccccc3c2=O)CC1	-1	1	-2	2	-3	3	0	-2	4	7

Records above printed as active in PRMT1 FP inh:
Molecule	SIAE primary	UHRF1 binding	HTRA1 inh	MBD2 inh	TCR-CD3 inh	GC-A act	PRMT1 FP inh	NPR2 activator
Cc1ccc(S(=O)(=O)c2c(N)n(Cc3ccco3)c3nc4ccccc4nc23)cc1C	-8	-8	-59	3	-6	1	28*	-9

A portion of the library; the hit share may differ from the screen's.
